# Screening data (PubChem BioAssay)
# NPYLR7 agonist = activates Aedes aegypti NPYLR7 receptor. activation, % at 10 µM. HEK293T NPYLR7/Galpha15, GCaMP6s calcium fluorescence. 0.15% of 270,000 active. AID 1259423; in the data active means activation above about 40%;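 further: 0% = vehicle and 100% = reference agonist at the receptor; some compounds past the cut are filed as inactive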
# hcGAS inh = inhibitors of human cGAS; Q8N884; recombinant h-cGAS, ATP depletion, Kinase-Glo luminescence; inhibition, % at 12.5 µM; 0.081% of 290,000 active;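 further: 0% = vehicle reaction and 100% = reaction without DNA for no activity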
# Target sequence (Q8N884 whole entry, looked up): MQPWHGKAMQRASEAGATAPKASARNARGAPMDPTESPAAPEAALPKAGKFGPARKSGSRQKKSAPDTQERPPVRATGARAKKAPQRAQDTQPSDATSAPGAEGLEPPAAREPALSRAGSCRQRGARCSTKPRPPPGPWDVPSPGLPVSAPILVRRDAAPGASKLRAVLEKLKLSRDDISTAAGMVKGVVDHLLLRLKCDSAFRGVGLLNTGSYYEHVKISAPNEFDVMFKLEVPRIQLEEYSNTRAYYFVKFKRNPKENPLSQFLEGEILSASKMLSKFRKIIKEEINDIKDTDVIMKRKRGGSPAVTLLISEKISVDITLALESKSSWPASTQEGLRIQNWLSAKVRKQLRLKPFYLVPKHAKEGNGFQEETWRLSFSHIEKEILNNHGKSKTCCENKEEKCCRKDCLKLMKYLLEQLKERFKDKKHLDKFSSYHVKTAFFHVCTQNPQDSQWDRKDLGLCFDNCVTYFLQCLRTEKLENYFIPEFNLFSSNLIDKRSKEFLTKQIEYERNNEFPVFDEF
# mcGAS inh = blocks mouse cGAS activity; Q8C6L5; recombinant cGAS, Kinase-Glo ATP depletion luminescence; inhibition, % at 12.5 µM; 0.15% of 160,000 active;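 further: 0% = negative control wells and 100% = reference inhibitor with no enzyme activity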
# An asterisk follows results filed as active; x = not tested or not shown; & = joins results of further samples. Unless noted, no stated cut-off is given here; in the data, active means inhibition above about 40%; inactive means the rest.
SMILES,NPYLR7 agonist,hcGAS inh,mcGAS inh
COc1ccc(NC(=O)CN2C(=O)C(c3ccc(C(C)(C)C)cc3)=NC2(C)C)cc1,0,8,x
COc1cccc(N2CC(NC(=O)N3CCC(O)CC3)CC2=O)c1 (configuration not stated),10,-4,-3
NC(=O)c1cccc(NC(=O)c2cc3ccccc3o2)c1,8,-8,-10
N#Cc1ccc(NN2C(=O)c3ccccc3C2=O)c([N+](=O)[O-])c1,-3,-7,-10
CC(=O)c1c(C)oc(C)c1CSCc1ccc(C(=O)O)o1,7,3,x
COc1ccc(OCCNC(=O)C2(C)CCN2Cc2c(F)cccc2F)cc1 (configuration not stated),2,-7,x
COc1ccc(C2CCCN2C(=O)c2cn3c(C)cccc3n2)cc1OC (configuration not stated),2,1,x
FC(F)(F)c1cccc(C=NNc2nc3ccccc3o2)c1,-9,2,x
COc1ccc(CN(C)S(=O)(=O)Cc2cc(Cl)cc(Cl)c2)cc1F,0,-6,-14
O=S(=O)(Cc1ccc(Cl)cc1)c1ccc(N2CCN(c3ccccc3)CC2)nn1,-3,-8,-8
COCc1nc(NC(C)c2nncn2C(C)C)c2cnn(C)c2n1 (configuration not stated),27,0,-19
CCNC(=O)N(Cc1cc(NC(=O)c2ccccc2Cl)ccc1N(C)C)C1CCCCC1,x,-5,-5
CCn1c(C)c(C(=O)CN(Cc2ccco2)C(=O)c2cccc(Br)c2)c(C)c1C(=O)OC,-16,-1,0
CC(Cc1cn(CCc2nnc(N)s2)nn1)c1ccccc1 (configuration not stated),10&6,-8&-8,-9
CCOC(=O)c1ccc(N=C2SC(C(=O)Nc3ccc(C)c(Cl)c3)CC(=O)N2C)cc1 (configuration not stated),4,1,x
COCCCC1CCCN(C(=O)c2cnc(N(C)C)nc2C)C1 (configuration not stated),x,-8,-5
COc1ccc2c(c1)NC(=O)C2OC(=O)Cc1ccccc1C (configuration not stated),1,-8,-16
COc1ccc(C(=O)Nc2ccc(-n3nc(OC)nc3-c3ccccc3C)cc2)c(OC)c1,24,-4,-7
COc1cccc(C=CC(=O)c2ccc(N3CCCC3=O)cc2)c1OC,0,-7,x
CN(CCCn1cccn1)Cc1ccsc1,2,0,x
O=C(NCCN1CCOCC1)c1c(O)nc2sccn2c1=O,-1,-7,-7
COc1ccccc1NC(=O)N(Cc1ccc(C(F)(F)F)cc1)CC1CC(c2ccccc2Cl)=NO1 (configuration not stated),-6,-5,-10
COc1cccc2c1OCC(CN1CCN(Cc3ccccc3F)C(CCO)C1)=C2 (configuration not stated),9,-7,x
C=CCSc1nnc(-c2ccc(OC)c(OC)c2)n1-c1ccc(OC)cc1,18,-9,-4
CC(C)NC(=O)N(Cc1c(-c2ccc(F)cc2)noc1N1CCOCC1)C1CC1,-2,0,-5
CC1CCc2c(sc3nc(C(C)C)nc(N4CCOCC4)c23)C1 (configuration not stated),-2,4,2
OC(CNC1CCc2ncnn2C1)c1cccc(F)c1 (configuration not stated),4,-11,x
CCN(CC)c1nc2c(c(=O)n(C)c(=O)n2C)n1CCCc1ccccc1,-7,-5,x
COc1cccc2cc(C(C)NC(=O)N(C)CC3CCCO3)oc12 (configuration not stated),1,-15,x
COc1cc2c(cc1OC)C(CNC(=O)c1cccc(F)c1)N(C(=O)NC(C)(C)C)CC2 (configuration not stated),0,-6,-7
Cc1cc(-n2nc(C)cc2NC(=O)c2ccc(F)cc2Cl)nc(C)n1,-3,4,x
Cc1ccc(C(C)C)cc1Oc1cc(Cl)nc(N)n1,5,2,-4
CSc1ccc(/C=C2N=C(/C=C/c3ccc(C)cc3)OC\2=O)cc1,0,-4,x
CCN1CCCC1CNC(=O)CCC1CCN(CC2=Cc3cccc(OC)c3OC2)CC1 (configuration not stated),2,-11,x
CC(C)C1CN(C(=O)Cc2cn3ccsc3n2)CCC(=O)N1CC1CC1 (configuration not stated),x,-2,-10
Cc1ccc(-c2c(C)nn3c(NCc4cccnc4)cc(C)nc23)cc1,5,-6,-7
Cc1cccc(-n2nc3c(c2NC(=O)c2ccc(S(=O)(=O)N(C)C)cc2)CS(=O)(=O)C3)c1C,1,-2,x
COc1ccccc1Cc1nc2c(c(N3CCOCC3)n1)CN(C(=O)Nc1ccccc1C(F)(F)F)CC2,-10,-2,-8
O=C(O)c1c[nH]c2ccc(S(=O)(=O)N3CCCc4ccccc43)cc2c1=O,1,-3,-2
Cc1cc(NC(=O)C(C)Sc2nc3cc(Cl)ccc3n2C)no1 (configuration not stated),1,-4,x
Cc1ccc(CN(CCc2ccccc2)C(=O)CN(Cc2ccc(C#N)cc2)CC2CCCO2)o1 (configuration not stated),15,-7,-7
CC(c1ccccc1)N(C)C(=O)CSc1nc(O)cc(=O)n1-c1ccc(Cl)cc1 (configuration not stated),3,-8,x
CC(C)C(=O)N1CCN(c2ccc(Cl)cc2)C(=O)C1C (configuration not stated),0,-4,-7
O=C(CC(c1ccccc1)c1cn(Cc2ccccc2)c2ccc([N+](=O)[O-])cc12)N1CCc2ccccc2C1 (configuration not stated),3,-3,-7
COc1ccc(-n2nnc3c(=O)n(Cc4ccc(C(F)(F)F)cc4)cnc32)cc1,7,3,x
O=C(C1CCCN1C(=O)NCC(F)(F)F)N1CCSCC1 (configuration not stated),-1,-1,x
O=C(c1ccccc1F)N(CCN1CCOCC1)Cc1nccn1Cc1cccc(Cl)c1,6,7,-4
Cc1ccc(C(=O)Cn2nc(C)c([N+](=O)[O-])c2C)s1,10,-3,x
Cc1noc(C)c1S(=O)(=O)NCc1cnn2ccccc12,0,-2,x
CN1CC(=O)Nc2cc(S(=O)(=O)N(C)C)ccc21,5,-5,-16

# Further entries follow:
SMILES,NPYLR7 agonist,hcGAS inh,mcGAS inh
COc1ccc(-c2csc(-c3nnn(-c4ccccc4)c3C)n2)cc1OC,x,-8,-7
Brc1ccc(N=c2oc3ccccc3cc2-c2nc3ccccc3[nH]2)cc1,-4,1,-1
COc1cccc(CNC(=O)c2ccnc(N(C)C)c2)c1,-8,1,x
COc1ccc(C(=O)NCC2CCN(c3nc(Cc4ccc(Cl)cc4)ns3)CC2)cc1,12,-7,-5
O=C(C1=C(O)C(=O)N(Cc2cccnc2)C1c1ccc(F)cc1)c1cccs1 (configuration not stated),-1,3,1
COc1ccc(-n2c(CCC(=O)NCc3c(F)cccc3Cl)ccc2-c2ccc(Cl)cc2)cc1,-3,3,4
Cc1cccc(NC2SC(=O)N(CC(C)C)C2=O)c1 (configuration not stated),12,-4,x
O=c1c2c3c(sc2ncn1CCCn1ncc2ccccc21)CNCC3,-5,-5,-12
CCN(CC)C(=O)N1CCN(CN2C(=O)CN(c3ccccc3)C2=O)CC1,11,-9,x
CC(=O)N1CCN(C(C(=O)N2CCCC2)C2CCCC2)CC1 (configuration not stated),-7,-4,-5
COc1cc2sc(C)[n+](CCCS(=O)(=O)O)c2c2sccc12,-5,-3,x
COc1cc2c(cc1OC)C(CNS(=O)(=O)c1ccc(Cl)cc1)N(Cc1cccc(C)c1)CC2 (configuration not stated),1,-2,-5
CSc1ccc(COc2coc(CN3CCCN(C(=O)C(OC(C)=O)c4ccccc4)CC3)cc2=O)cc1 (configuration not stated),-2,-7,-7
Cc1ccc(Oc2cc(N3CCN(CC(=O)N4CCCC4)CC3)ncn2)cc1,3,-1,-3
CN(C)S(=O)(=O)c1cccc(NC(=O)CN2CCCc3cc(F)cc(F)c32)c1,2,-2,x
COc1cc(Nc2ccc(NC(=O)Nc3ccccc3OC)cc2)nc(C)n1,12,-9,-8
COc1ccc(OC)c(NS(C)(=O)=O)c1,5,-1,-4
COc1ccc(NCc2cnc(N3CCCC3)nc2)cc1,-2,-4,x
CCCCCC(=O)Nc1ccc(C2SCC(=O)N2c2ccc(F)cc2F)cc1 (configuration not stated),11,1,-3
CN(CC1CCN(CCc2ccc(Cl)cc2)CC1)C(=O)Cn1c(=O)oc2ccccc21,3,-4,-8

# A run of entries from the list above, for reference:
SMILES,NPYLR7 agonist,hcGAS inh,mcGAS inh
COc1ccc(NC(=O)CN2C(=O)C(c3ccc(C(C)(C)C)cc3)=NC2(C)C)cc1,0,8,x
COc1cccc(N2CC(NC(=O)N3CCC(O)CC3)CC2=O)c1 (configuration not stated),10,-4,-3
NC(=O)c1cccc(NC(=O)c2cc3ccccc3o2)c1,8,-8,-10
N#Cc1ccc(NN2C(=O)c3ccccc3C2=O)c([N+](=O)[O-])c1,-3,-7,-10
CC(=O)c1c(C)oc(C)c1CSCc1ccc(C(=O)O)o1,7,3,x
COc1ccc(OCCNC(=O)C2(C)CCN2Cc2c(F)cccc2F)cc1 (configuration not stated),2,-7,x
COc1ccc(C2CCCN2C(=O)c2cn3c(C)cccc3n2)cc1OC (configuration not stated),2,1,x
FC(F)(F)c1cccc(C=NNc2nc3ccccc3o2)c1,-9,2,x
COc1ccc(CN(C)S(=O)(=O)Cc2cc(Cl)cc(Cl)c2)cc1F,0,-6,-14
O=S(=O)(Cc1ccc(Cl)cc1)c1ccc(N2CCN(c3ccccc3)CC2)nn1,-3,-8,-8
COCc1nc(NC(C)c2nncn2C(C)C)c2cnn(C)c2n1 (configuration not stated),27,0,-19
CCNC(=O)N(Cc1cc(NC(=O)c2ccccc2Cl)ccc1N(C)C)C1CCCCC1,x,-5,-5
CCn1c(C)c(C(=O)CN(Cc2ccco2)C(=O)c2cccc(Br)c2)c(C)c1C(=O)OC,-16,-1,0
CC(Cc1cn(CCc2nnc(N)s2)nn1)c1ccccc1 (configuration not stated),10&6,-8&-8,-9
CCOC(=O)c1ccc(N=C2SC(C(=O)Nc3ccc(C)c(Cl)c3)CC(=O)N2C)cc1 (configuration not stated),4,1,x
COCCCC1CCCN(C(=O)c2cnc(N(C)C)nc2C)C1 (configuration not stated),x,-8,-5

# (listing goes on)
SMILES,NPYLR7 agonist,hcGAS inh,mcGAS inh
COC(=O)C1CCN(C(=O)COc2ccc3ccccc3c2Br)CC1,0,-5,x
Fc1ccc(CNc2nc3c(-c4ccccc4)nnn3c3ccccc23)cc1,-6,-6,-8
COCCN(Cc1cccc(OC)c1)Cc1cccn1Cc1cccc(OC)c1,1,-2,-6
CCC(c1ncnn1C)n1ccnc1-c1ccsc1 (configuration not stated),-6,-1,x
CC(=O)c1cc(C(=O)N(Cc2ccsc2)CC(C)C)c(=O)[nH]c1C,-8,0,-1
CC(C)CCn1c(CN2CCCCC2)nc2c1c(=O)n(C)c(=O)n2C,-1,-5,-7
Cc1cc2nnc(SCC3CCOCO3)n2c2ccccc12 (configuration not stated),3,1,x
CCOc1ccc(CNC(=O)c2cc(-c3sc(C)nc3C)[nH]n2)cc1OCC,x,-1,-3
O=C(Nc1ccnc2ccc(Cl)cc12)c1ccncc1,-9,-4,-4
CC1CN(C(=O)C2CC(=O)Nc3ccccc32)CC1N1CCOCC1 (configuration not stated),1,-6,x
O=C(Nc1cccnn1)c1ccc(Oc2ccccc2)o1,4,-4,x
COc1cccc(/C=C2\Oc3cc(OC(=O)c4ccc5c(c4)OCO5)ccc3C2=O)c1OC,-3,0,-4
CC(=O)N1CCN(CCC(=O)Nc2cccc(C)c2C)CC1,2,-8,x
CN(Cc1ccco1)C(=O)COc1ccc(Cl)c2ccccc12,2,4,4
Cc1ccc(CNC(=O)c2cc(=O)c(OCc3ccccc3)cn2C)cc1,2,-13,x
CCSc1nc(CC(=O)NCC2(CO)CCOCC2)cs1,27,-2,x
O=c1[nH]c(=O)n(-c2ccccc2)c(O)c1C=NCCO,5,3,-9
CN(CCC1(O)CCCC1)C(=O)c1cc2cc(F)ccc2[nH]1,4,-6,-17
Oc1c(C=C2N=c3ccccc3=N2)sc(=S)n1Nc1ccccc1,2,2,x
CC1CCCCN1C1CN(C(=O)c2nccnc2C(=O)N2CCCCC2)C1 (configuration not stated),x,-9,-6
Cc1ccc(-n2c(CNC(=O)/C=C/c3ccccc3)nnc2SCc2cccc(C)c2)cc1,16,-2,-4
COc1cc(-c2nc(CN3CCCC3c3ccccc3OC)c(C)o2)ccc1F (configuration not stated),3,-8,x
NC1CCN(c2ccccc2C(=O)NCc2ccccc2F)CC1,-10,6,x
O=S(=O)(c1ccc2c(c1)CCN2)N1CCCCC1,-1,-3,x
Brc1cccnc1Nc1ccccc1,-5,-12,x
Cn1nc(C(=O)Nc2cccc3ccccc23)ccc1=O,-13,-9,x
O=C(Nc1ccc(N2CCCN(Cc3ccc4c(c3)OCO4)C2=O)cc1)OCc1ccccc1,7,-17,x
CCOC(=O)N1CCN(CC(=O)N2N=C(c3ccccc3F)CC2c2ccc(C)cc2C)CC1 (configuration not stated),18,-7,-5
Cc1ccc(C2c3ccccc3CCN2C(=O)Cc2cccs2)cc1 (configuration not stated),8,-5,-9
CN(C)c1ccc(-c2nc3c(C(=O)NCCc4cnc[nH]4)cccc3[nH]2)cc1,0,-10,x
Cc1cc(C)n(CCC2CC(=O)Nc3c2ccc(N2CCCC2)c3C)n1 (configuration not stated),15&-6,-10&-7,-8
O=C(Cc1ccsc1)N1CCOC(COCc2c(Cl)cccc2Cl)C1 (configuration not stated),24,-4,-9
Cc1ccc(C)c(OCCCN2CCc3ccccc3C2)c1,3,2,x
CCOC(=O)[C@@H]1[C@H](c2ccccc2)[C@@H](NC(=O)c2ccc(NC(C)=O)cc2)[C@H]2CCCN21,3,1,-11
CC(C)N(CC(=O)N(CCc1c[nH]c2ccccc12)Cc1ccc(C(F)(F)F)cc1)C(=O)c1cccc(F)c1,-8,-17,-5
Cc1cc(C)cc(NCCn2c(C)cn3c4c(=O)[nH]c(=O)n(C)c4nc23)c1,1,-5,-9
COc1ccccc1-c1csc2nc(CN(CC(O)COCC(C)C)C3CCCCC3)[nH]c(=O)c12 (configuration not stated),-8,3,1
Cc1cc(Oc2ccccc2F)nc(SCc2ccc(F)cc2)n1,23,-5,-5
CC(C)C1CN(C(=O)NCc2ccco2)CCCN1Cc1ccc(F)cc1 (configuration not stated),5,-2,-9
COc1ccc(CN(Cc2ccco2)CC(O)COCC(C)C)cc1OC (configuration not stated),9,-2,-3
